Yfh1-depleted yeast: enhancers of respiration in Yfh1-depleted yeast, dose response, Friedreich's ataxia, plus single-dose screen (AID 1465); 0.074% of 220,000 active; fold induction at 50 µM; hits with a dose series show EC50 in µM; S. cerevisiae Yfh1-off respiration, WST-1 reduction, 72 h; higher fold induction means a stronger effect;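 active = fold induction of absorbance versus untreated yeast above a set limit, then at least 30% activation at any dose in follow-up; inconclusive = repeats straddling the limit, or above it without dose testing; inactive = fold induction below the set limit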;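 also: activators that raise dye reduction in frataxin-depleted yeast; strong numbers were not always called active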
Rac1 GTP hydrolysis: MgcRacGAP GTPase-activating activity inhibitors, confirmation, biochemical, ADP Hunter fluorescence; 0.6% of 340,000 active; MgcRacGAP-stimulated Rac1 GTP hydrolysis, ADP Hunter fluorescence; higher % means a stronger effect; GST-tagged Rac1 F28L mutant substrate; one-dose inhibition, % at 30 µM; IC50 in µM for titrated hits;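 active = first-screen hits whose inhibition reached a set limit at any dose in the follow-up dose series; inconclusive = inhibition above the set first-screen limit but never retested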;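 also: fluorescence reports GDP produced by GAP-driven GTP hydrolysis; strong numbers were not always called active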
NS5 inhibitors: Dengue-2 NS5 methyltransferase inhibitors, primary screen, biochemical, confirmation dose response (AID 588689) | Dengue-2 NS5 methyltransferase capping enzyme assay, biochemical; higher % means a stronger effect | inhibition, % at 25 µM, or IC50 in µM where a hit was titrated | 0.3% of 340,000 active; in the data active = a potency from the dose series; inconclusive = inhibition above about 29% without an active follow-up result
GPR55 beta-arrestin: selective activators of receptor GPR55 – imaging, U2OS cells, beta-arrestin-GFP redistribution, primary screen (AID 1961) | U2OS GPR55 beta-arrestin-GFP redistribution imaging; higher % means a stronger effect | 0.048% of 290,000 active | activation, % at 10 µM; hits with a dose series show EC50 in µM;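 active = activation above 40% with more than 50 cells counted in the well; inconclusive = wells holding fewer than 50 cells, flagged as toxic or sparse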;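 also: U2OS osteosarcoma cells stably expressing GPR55 and beta-arrestin-GFP; plate controls were DMSO negative control for no effect and LPI positive control for full effect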
AID2073: inhibitors of Mint1-CaV2.2 protein interaction, biochemical, HTRF (AID 2073) | HTRF protein-protein interaction, Mint1-CaV2.2; higher % means a stronger effect | inhibition, % at 20 µM; hits with a dose series show IC50 in µM | 0.19% of 290,000 active; in the data active = inhibition mostly above about 51%, no sharp cut-off; inconclusive = no clear call, values can overlap the other calls; inactive = mostly below about 53%; also: some results filed as inactive read as strong as hits
SV40 large T antigen: SV40 large T antigen inhibitors, biochemical (AID 1903) | 0.39% of 310,000 active | one-dose inhibition, % at 20 µM; IC50 in µM for titrated hits | SV40 large T antigen ATPase/helicase inhibition assay; higher % means a stronger effect; in the data active = a potency from the dose series; inconclusive = inhibition mostly from about 32% at the one dose, without a potency; inactive = the rest, 99 in 100 with inhibition below about 32%; also: strong numbers were not always called active
GPR35 arrestin U2OS: inhibition of zaprinast-stimulated GPR35 beta-arrestin translocation – imaging, U2OS, beta-arrestin-GFP, zaprinast agonist, primary screen (AID 2058); U2OS GPR35 beta-arrestin-GFP translocation imaging, zaprinast antagonism; higher % means a stronger effect; 0.052% of 290,000 active; inhibition, % at 10 µM, or IC50 in µM where a hit was titrated;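 active = inhibition of at least 50% with at least 30 cells and total cytoplasm GFP at most 10,000,000; inconclusive = under 30 cells or total GFP of 10,000,000 plus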
GPR55 LPI antagonism: GPR55 antagonists blocking LPI-driven arrestin recruitment, primary screen, imaging, U2OS, beta-arrestin-GFP, LPI agonist (AID 2013); U2OS GPR55 beta-arrestin-GFP translocation imaging, LPI antagonism; higher % means a stronger effect; inhibition, % at 10 µM; hits with a dose series show IC50 in µM; 0.13% of 290,000 active;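 active = spots per cell inhibited over 60%, with over 100 cells counted and total cytoplasm intensity under 500,000; inconclusive = wells with under 100 cells, flagged as likely toxic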;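 also: U2OS cells stably carrying GPR55 and arrestin-GFP stimulated by 5 µM LPI near EC80; imaged beta-arrestin-GFP aggregate spots per cell after agonist stimulation; plate controls were LPI-stimulated DMSO wells for no effect and DMSO wells without LPI for full effect; some results filed as inactive read as strong as hits; confirmed hits need IC50 under 10 µM and bright autofluorescent wells are also inconclusive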
NTR1 agonist: NTR1-driven beta-arrestin-GFP spot formation – imaging, U2OS cells, high content, primary screen (AID 493036); 0.17% of 330,000 active; agonist mode; activation, % at 20 µM; P30989;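 active = activation at or above 40% of the spot to cytoplasm intensity ratio, with at least 20 cells analyzed; inconclusive = wells under 20 cells, flagged as cytotoxic or low count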;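 also: 0% = DMSO without peptide and 100% = 100 nM NTR1 peptide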
Target sequence (P30989 whole entry, looked up): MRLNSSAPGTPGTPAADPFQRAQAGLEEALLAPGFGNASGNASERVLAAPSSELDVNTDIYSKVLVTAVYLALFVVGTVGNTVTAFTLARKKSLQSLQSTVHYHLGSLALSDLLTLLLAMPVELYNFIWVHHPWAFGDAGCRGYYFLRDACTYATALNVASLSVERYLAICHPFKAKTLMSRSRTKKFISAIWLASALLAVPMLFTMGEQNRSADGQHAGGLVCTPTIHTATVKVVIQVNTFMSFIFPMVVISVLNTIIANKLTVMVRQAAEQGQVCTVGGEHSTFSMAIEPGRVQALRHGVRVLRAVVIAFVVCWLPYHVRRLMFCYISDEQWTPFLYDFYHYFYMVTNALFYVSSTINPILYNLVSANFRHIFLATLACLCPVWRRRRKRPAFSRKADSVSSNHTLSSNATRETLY
NTR1 agonist cell count 20 µM: further read-out of NTR1 agonist, marked with its call; cell count; measured here: cell count, cytotoxicity flag
NS5 inhibitors pilot replicate: also measured in NS5 inhibitors; calls as there; inhibition, %; measured here: pilot screen replicate inhibition
* = called active by the depositor; i = inactive; ? = inconclusive; . = not tested or not shown.

SMILES	Yfh1-depleted yeast	Rac1 GTP hydrolysis	NS5 inhibitors	GPR55 beta-arrestin	AID2073	SV40 large T antigen	GPR35 arrestin U2OS	GPR55 LPI antagonism	NTR1 agonist	NTR1 agonist cell count 20 µM	others
CC1Cc2ccccc2N1CC(=O)Nc1ccc2c(c1)OC(F)(F)O2 (stereo not drawn)	i	9.0%	-0.6%	0.0%	-11.9%	11.5%	5.3%	-8.2%	2.1	78	NS5 inhibitors pilot replicate=3.0
CCCn1c(N)c(N(CCOC)C(=O)c2ccc(N(C)S(=O)(=O)c3ccc(C)cc3)cc2)c(=O)[nH]c1=O	.	7.5%	1.5%	.	.	15.7%	.	.	-0.9	57
CN(C)CCCNc1oc(/C=C/c2cccs2)nc1S(=O)(=O)c1ccccc1	.	1.1%	-16.5%	-0.1%	-8.8%	6.6%	-24.9%	-7.3%	-0.7	53
Cc1nn(-c2ccccc2)c(C)c1NC(=O)COc1ccc(F)cc1Cl	i	3.6%	-2.9%	0.3%	-3.6%	8.0%	6.4%	5.4%	1.7	58
COc1ccc(NS(=O)(=O)c2cccc(C(=O)N/N=C/c3cn(-c4ccccc4)nc3-c3ccccc3)c2)cc1	i	-2.4%	0.0%	-0.1%	24.1%	1.2%	-5.6%	3.0%	1.0	38
CCn1c(Cc2ccc(OC)cc2)nnc1SCC(=O)Nc1nc2ccccc2s1	i	2.5%	-0.7%	-0.4%	-0.7%	0.5%	10.0%	1.6%	-1.4	49
Cc1ccc2c(c1)C(c1ccncc1)=NNC(c1ccccc1)=N2	i	2.7%	1.7%	-0.2%	-4.2%	-5.3%	19.8%	12.2%	-0.1	77
CCCCCCSc1nc(O)c(C2OC(=O)c3c2ccc(OC)c3OC)c(=O)n1-c1ccccc1 (stereo not drawn)	i	15.6%	30.2µM*	0.3%	4.1%	26.4%	10.9%	-2.0%	0.0	34
Cc1cccc(N2CCN(C(=O)CNC(=O)c3ccccc3)CC2)c1C	.	10.4%	3.3%	-0.1%	7.4%	7.2%	-1.7%	1.9%	-1.2	51
COC(=O)COc1ccc(S(=O)(=O)Nc2ccc3c(c2)OCCO3)cc1Cl	i	1.8%	-6.2%	-0.1%	-0.1%	11.0%	17.3%	10.9%	3.9	55
Cc1ccc2c(c1)cc(CN(C(=O)N1CCOCC1)C1CCCC1)c1nnnn12	i	-2.4%	0.7%	-0.1%	9.6%	14.5%	1.5%	8.1%	-0.1	91
CCOC(=O)C1(CCCc2ccccc2)CCN(C(=O)[C@@H]2C[C@@H](C)NC(=S)N2)CC1	i	5.7%	-6.6%	-0.1%	5.7%	-7.0%	6.6%	-1.2%	-1.2	85
O=C(NCc1ccncc1)c1ccc2nc(Cc3ccccc3F)oc2c1	.	2.7%	-1.3%	-0.1%	9.3%	-0.9%	15.4%	0.9%	-0.9	59
CCc1cc[n+](-c2nc3ccccc3nc2C(=C=[N-])C#N)cc1	i	7.6%	-5.6%	0.0%	4.0%	10.0%	15.5%	10.6%	0.5	67	NS5 inhibitors pilot replicate=-7.0
CC(=O)c1cccc(NC(=S)NCc2ccccc2)c1	.	3.2%	-4.0%	-0.1%	9.3%	26.2%	15.6%	-8.7%	-0.1	66
COc1ccc(CC(=O)NNC(=O)COc2ccc(Br)cc2C)cc1OC	i	6.0%	-2.2%	0.0%	4.6%	13.3%	-10.8%	7.9%	3.8	65
O=C(CCc1ccccc1)NCCS(=O)(=O)N1CCN(c2ccccc2)CC1	.	8.7%	2.9%	.	.	6.0%	.	.	1.9	47
CC(=O)c1ccccc1OCCCN1CCCCC1	i	?	0.0%	-0.2%	-4.0%	2.5%	0.7%	16.2%	-0.5	44
COc1ccc(NC(=S)N(CCCN2CCOCC2)C(C)c2cc3ccccc3o2)cc1 (stereo not drawn)	i	4.1%	-8.7%	0.0%	-19.2%	6.8%	12.9%	9.7%	-0.3	73
O=C(OCC(=O)c1cccs1)c1ccc([N+](=O)[O-])o1	i	3.4%	1.5%	-0.1%	-5.7%	5.8%	-5.4%	9.3%	-1.1	39
O=C(COC(=O)c1ccc(S(=O)(=O)N2CCCC2)cc1)Nc1ccc(F)cc1F	i	2.4%	-6.4%	0.1%	3.0%	-2.7%	2.7%	6.8%	1.5	42
COc1ccc(S(=O)(=O)N2CCCCCC2)cc1C(=O)N(C)CCOc1ccc(Cl)cc1	.	3.6%	0.7%	.	.	6.9%	.	.	5.1	53
O=C(Nc1cccc(Cl)c1)N1CCN(C/C=C/c2ccccc2)CC1	i	9.6%	-1.3%	0.0%	7.2%	20.0%	11.5%	2.9%	-1.0	67
NC(=O)c1cc(S(=O)(=O)Nc2ccccc2)cs1	.	8.1%	-3.9%	-0.1%	8.6%	12.5%	0.7%	14.0%	0.0	100
CCn1c(SCC(=O)Nc2cc(C)on2)nnc1-c1ccc(S(=O)(=O)N2CCN(C)CC2)cc1	i	5.5%	-4.8%	0.0%	-4.1%	-3.7%	-9.3%	-19.8%	-1.7	86	NS5 inhibitors pilot replicate=-3.3
COc1cccc(-n2nnnc2S(C)(=O)=O)c1	i	9.0%	-45.5%	0.5%	25.0%	22.2%	1.3%	23.4%	16.8	73
O=C1CCCN1CCCNc1ncnc2c1[nH]c1ccc(Cl)cc12	i	-6.5%	11.3%	-0.1%	8.2%	12.8%	1.3%	-4.2%	0.6	38
CCOC(=O)c1sc(=S)n(-c2ccc(C)cc2)c1SC	i	19.0%	0.0%	0.0%	10.8%	-2.0%	17.9%	7.8%	0.5	55
COc1ccc(N(CC(=O)NC2CCCCC2)C(=O)CCC(=O)Nc2nc(C)cs2)cc1	.	8.7%	4.2%	-0.3%	-6.4%	1.7%	0.9%	-3.0%	2.7	36
O=C(Cc1ccccc1)N/N=C/c1cccs1	i	14.2%	-3.9%	-0.1%	-10.9%	-1.5%	-6.2%	7.1%	-1.4	42
O=C(Nc1ccc(Cl)cc1)C1CC(=O)n2c(nc3ccccc32)N1 (stereo not drawn)	i	6.5%	-2.3%	-0.4%	-1.1%	1.1%	-0.2%	-11.3%	1.8	63
Cc1[nH]c2ccc(-c3nnc(SCC(=O)N4CCCc5ccccc54)o3)cc2c1C	i	1.8%	-2.1%	1.1%	23.6%	3.0%	1.4%	7.7%	4.4	73
O=Cc1ccc(N2N=C(c3ccccc3)CC2c2ccccc2)cc1 (stereo not drawn)	.	5.6%	3.3%	0.0%	10.6%	2.0%	-15.0%	-5.5%	3.9	96
CCN(Cc1cc(=O)n2ccsc2n1)c1cccc2ccccc12	i	9.8%	23.6%	0.2%	-10.3%	15.8%	-8.0%	-2.5%	7.3	80
O=C1Cc2cc(S(=O)(=O)N3CCN(c4cccc(Cl)c4)CC3)ccc2N1	.	5.2%	-6.3%	0.0%	5.7%	3.6%	3.5%	11.8%	-0.1	60
CCC(=O)c1ccc(N2CCCC2)c(F)c1	i	7.4%	-7.7%	-0.3%	19.3%	7.6%	-4.7%	-0.3%	-1.8	86

Three compounds picked at random from the list so far, as already listed:
SMILES	Yfh1-depleted yeast	Rac1 GTP hydrolysis	NS5 inhibitors	GPR55 beta-arrestin	AID2073	SV40 large T antigen	GPR35 arrestin U2OS	GPR55 LPI antagonism	NTR1 agonist	NTR1 agonist cell count 20 µM	others
O=C(Nc1cccc(Cl)c1)N1CCN(C/C=C/c2ccccc2)CC1	i	9.6%	-1.3%	0.0%	7.2%	20.0%	11.5%	2.9%	-1.0	67
CC(=O)c1ccccc1OCCCN1CCCCC1	i	?	0.0%	-0.2%	-4.0%	2.5%	0.7%	16.2%	-0.5	44
COc1ccc(NS(=O)(=O)c2cccc(C(=O)N/N=C/c3cn(-c4ccccc4)nc3-c3ccccc3)c2)cc1	i	-2.4%	0.0%	-0.1%	24.1%	1.2%	-5.6%	3.0%	1.0	38

(list continues)
SMILES	Yfh1-depleted yeast	Rac1 GTP hydrolysis	NS5 inhibitors	GPR55 beta-arrestin	AID2073	SV40 large T antigen	GPR35 arrestin U2OS	GPR55 LPI antagonism	NTR1 agonist	NTR1 agonist cell count 20 µM	others
CCCCN(C(=O)/C=C/c1ccc(OC)cc1)C1CCS(=O)(=O)C1 (stereo not drawn)	.	8.5%	-3.6%	.	.	4.9%	.	.	-0.1	57
O=C(CO/N=C/c1ccccc1OC(F)F)NCc1cccs1	i	-2.3%	5.2%	0.1%	1.3%	-11.0%	4.1%	-2.6%	-2.2	50
Cc1ccc(C2NC(=O)c3ccccc3N2)s1 (stereo not drawn)	i	3.1%	-4.1%	-0.1%	22.5%	0.5%	11.1%	-10.8%	0.7	46
CCOC(=O)c1ccc2nc(C)c(CC)c(Cl)c2c1	i	4.4%	4.3%	-0.2%	-9.8%	0.9%	8.4%	-11.9%	4.7	36
O=C(NCc1ccc(Cl)cc1)c1ccc(Br)o1	i	9.2%	-6.0%	0.0%	0.2%	14.6%	11.9%	7.0%	-4.7	52
CCOC(=O)c1nn(-c2ccc3ccccc3c2)cc1O	i	17.4%	-2.3%	0.1%	7.2%	27.5%	2.8%	-2.3%	-0.7	51
C=CCOC(=O)C1=C[C@@H](c2coc3ccccc3c2=O)C[C@@H](OCCCCO)O1	i	2.7%	-7.2%	.	.	11.5%	.	.	-0.7	95
Cn1c(SCC(=O)N/N=C/C=C\c2ccccc2[N+](=O)[O-])nc2ccccc21	i	2.8%	-8.2%	-0.2%	0.8%	11.7%	-0.1%	-9.6%	0.2	71
C=CCn1c(O)c(N=O)c2cc(C)ccc21	i	6.6%	-9.3%	-0.1%	-9.1%	-5.8%	-3.9%	2.8%	-0.2	43
Cc1ccc(Cn2ccc(-c3cnc(-c4ccccc4)s3)n2)cc1	i	9.3%	4.8%	-0.1%	5.2%	-2.1%	7.8%	2.0%	8.0	57
Cc1nc(/C=[N+](\[O-])C(C)(C)/C=N/O)n(O)c1C	i	6.1%	0.7%	0.2%	-3.0%	6.6%	1.4%	-0.7%	-0.1	73
O=C(Nc1nc(-c2ccc(Cl)cc2Cl)cs1)C1CCCO1 (stereo not drawn)	i	-0.4%	-1.9%	0.7%	2.3%	12.1%	-2.7%	-4.7%	3.4	49
COc1ccc(C(=O)Nc2cc(OC)c(NC(=O)c3ccco3)cc2OC)cc1	i	7.9%	1.4%	-0.1%	-1.5%	9.3%	-3.7%	2.6%	1.4	50

Screens as filed in PubChem BioAssay.
